# STK33 kinase inh: blocks human STK33 kinase activity. Q9BYT3. purified STK33, MBP phosphorylation, ADP-Glo luminescence. inhibition, % at 10 µM. actives 0.073% (n = 320,000);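 active = inhibition at or above 25%, using the most active replicate where run in duplicate; inactive = inhibition below 25%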
# Target sequence (Q9BYT3 whole entry, looked up): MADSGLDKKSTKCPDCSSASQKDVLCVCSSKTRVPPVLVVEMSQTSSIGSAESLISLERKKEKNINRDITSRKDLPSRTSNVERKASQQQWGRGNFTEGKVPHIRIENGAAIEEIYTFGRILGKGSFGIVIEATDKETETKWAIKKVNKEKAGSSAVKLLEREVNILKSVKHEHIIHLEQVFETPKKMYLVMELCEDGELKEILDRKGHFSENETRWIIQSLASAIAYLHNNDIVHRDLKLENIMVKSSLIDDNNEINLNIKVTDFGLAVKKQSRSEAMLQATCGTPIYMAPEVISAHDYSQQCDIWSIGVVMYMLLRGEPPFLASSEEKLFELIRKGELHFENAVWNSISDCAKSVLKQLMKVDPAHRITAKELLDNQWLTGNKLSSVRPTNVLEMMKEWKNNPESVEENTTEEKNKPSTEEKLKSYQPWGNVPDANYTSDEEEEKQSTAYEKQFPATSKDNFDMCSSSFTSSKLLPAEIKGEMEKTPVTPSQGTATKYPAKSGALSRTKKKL
# OX1R FRET antag: OX1R (human) antagonism | inhibition, % at 6.6 µM | actives 1.8% (n = 330,000) | O43613 | OX1R-expressing cells, FRET antagonist read-out; in the data active = inhibition mostly above about 38%, no sharp cut-off; inactive = mostly below about 40%;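 also: 0% = agonist challenge alone and 100% = reference antagonist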
# Target sequence (O43613 whole entry, looked up): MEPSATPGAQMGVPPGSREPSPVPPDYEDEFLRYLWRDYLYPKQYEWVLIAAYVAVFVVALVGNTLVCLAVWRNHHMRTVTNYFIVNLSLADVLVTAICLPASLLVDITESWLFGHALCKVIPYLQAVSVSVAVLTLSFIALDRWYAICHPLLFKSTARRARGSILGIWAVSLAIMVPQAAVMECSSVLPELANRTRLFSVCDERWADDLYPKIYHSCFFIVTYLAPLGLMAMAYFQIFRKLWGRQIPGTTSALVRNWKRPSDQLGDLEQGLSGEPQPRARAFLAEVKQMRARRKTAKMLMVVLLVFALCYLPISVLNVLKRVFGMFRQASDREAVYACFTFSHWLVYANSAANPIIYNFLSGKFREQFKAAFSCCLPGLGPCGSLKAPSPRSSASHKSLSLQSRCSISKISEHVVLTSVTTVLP
# Starred values were filed as active, the others as inactive; · = no result given. An unsorted share of the library; overall some 1.8% were active at least once.
SMILES,STK33 kinase inh,OX1R FRET antag
COc1ccccc1OCCCCN1CCC(C)CC1,-1.0,-1
CCC1=Nc2cc(C(=O)NCCN3CCCC3)ccc2Sc2ccc(C)cc21,-0.7,4
Cn1c(CNS(=O)(=O)c2ccc(Br)cc2)n[nH]c1=S,-0.2,6
Cn1c(=O)cc(-c2ccccc2)c2ccccc21,-2.0,16
CC(/C=C/C(=O)c1ccc(C)cc1)=C\c1ccccc1,0.5,17
O=C(Nc1nc(N2C(=O)c3ccccc3C2=O)n(-c2ccccc2)n1)c1ccc(Cl)cc1,-3.9,22
CCC(C)(C)NC(=O)Cc1ccccc1OC,-1.6,12
COc1cccc(C2CC(c3ccc(Cl)cc3)Nc3nc(N)nn32)c1 (stereo unspecified),2.7,15
CCOc1ccc(C(=O)Nc2ccccc2OC(F)F)cc1,-0.3,3
COC(=O)c1ccccc1NC(=O)CSc1n[nH]c(C)n1,0.1,5
CCN(CC(=O)Nc1c(F)cccc1F)C(=O)c1cc2c(cc1Cl)N1CCCCCC1=NS2(=O)=O,-0.4,2
CCOC(=O)c1c(NC(=O)c2ccco2)sc2c1CCCC2,-0.7,8
CN(C)c1ccc(CNC(=O)c2cc(S(=O)(=O)N3CCOCC3)cn2C)cc1,0.5,1
COc1ccc(NC(=O)CN(C)C(=O)c2cc3c(s2)CCCCC3)cc1,-0.2,8
COc1ccc(NC(=O)CN(C)S(=O)(=O)c2cnc[nH]2)cc1,-1.9,11
Cc1ccc(C(=O)Nc2nnc(S(=O)(=O)N3CCOCC3)s2)cc1,4.2,16
O=C(N/N=C/c1ccc(O)cc1)c1ccc(NC(=O)c2ccccc2Br)cc1,-0.3,19
N#Cc1cccc(NC(=O)COC(=O)CCc2ccc(S(=O)(=O)N3CCOCC3)cc2)c1,-0.8,1
CCC(CC)C(=O)NCc1ccccc1Cl,-0.6,17
COc1ccc(NC(=O)C(C)N2C(=O)c3ccccc3C2=O)c(OC)c1 (stereo unspecified),-0.4,3
CC(=O)c1cccc(NC(=O)CN2C(=O)NC(C)(C)C2=O)c1,-2.0,2
CCOC(=O)c1ccccc1NC(=O)C1CCCO1 (stereo unspecified),-1.2,9
O=C(NCCS(=O)(=O)c1ccc(Br)cc1)c1ccc(Cl)cc1,-0.9,9
Cc1ccc(C2(C)CC(C)(C)N(C(=O)CSc3nnc(C)s3)c3ccccc32)cc1 (stereo unspecified),-0.2,34
CC(C(=O)N1CCc2ccccc2C1)N(c1ccccc1)S(C)(=O)=O (stereo unspecified),-0.6,4

# (list continues)
SMILES,STK33 kinase inh,OX1R FRET antag
CCc1c(C)c(C#N)c2nc3ccccc3n2c1NCC1CCCO1 (stereo unspecified),-0.4,16
O=c1ncc(F)c[nH]1,-1.6,17
Cc1ccccc1-n1ncc(C(C)NS(=O)(=O)c2sccc2C)c1C (stereo unspecified),-1.8,5
O=C(NCCc1ccccc1)c1ccc(S(=O)(=O)N2CCCC2)cc1,0.5,-2
Cc1[nH]n(-c2ccccc2)c(=O)c1C(C[N+](=O)[O-])c1ccc(Cl)cc1 (stereo unspecified),·,17
Cc1ccc(NC(=O)COc2ccc(/C(N)=N/O)cc2)cc1C,-0.1,10
CC(=O)c1sc2nsc(SCCN3CCOCC3)c2c1N,-2.3,12
N/C(=N\OC(=O)c1cccnc1)c1ccc(Cl)cc1Cl,0.2,8
O=C(CSc1nc2ccccc2c(=O)n1Cc1ccco1)NCCN1C(=O)CSC1=O,-1.2,22
CCOC(=O)c1c(NC(=O)C(=O)N/N=C(\C)c2ccc(OC)cc2)sc2c1CCCCC2,-0.5,1
Cc1cccc(NC(=O)/C(C#N)=C/c2cn(CC(=O)NCc3ccco3)c3ccccc23)c1,-3.0,35
O=C(CCc1nc2ccccc2c(=O)[nH]1)NNC(=O)COc1cccc(F)c1,-0.8,12
CCNC(=O)NC(=O)C(C)OC(=O)C(C)(C)Oc1ccc(Cl)cc1 (stereo unspecified),2.0,9
Cc1cc(=O)oc2cc(OCC(=O)N3CCN(c4ccccc4)CC3)c(Cl)cc12,1.3,2
CC(=O)N(C)C1=C(N2CCOCC2)C(=O)c2ccccc2C1=O,0.4,73*
CCC(C)NS(=O)(=O)c1ccc(NC(=O)C2CCN(C(=O)c3ccco3)CC2)cc1 (stereo unspecified),-0.2,11
CN(CC(=O)Nc1ccccc1Br)C(=O)CN1CCN(c2ccccc2Cl)CC1,0.0,2
Cc1ccccc1Nc1n[nH]c(C)c1[N+](=O)[O-],0.1,15
Cc1cccc(OCC(=O)Nc2ccccc2-c2ccccc2)c1,-0.5,14
COc1cccc(C(=O)NCCNC(=O)c2cnccn2)c1,-2.4,12
Cc1oc(C(=O)O)cc1COc1cccc2ccccc12,-0.6,12
C/C(=C\c1ccco1)C1C(C#N)=C(N)Oc2n[nH]c(-c3ccc(C)cc3)c21 (stereo unspecified),0.4,36
COc1cc(/C=N/Nc2ccccc2[N+](=O)[O-])cc(OC)c1O,-0.7,17
CCCCCCc1cc2cc(-c3nnc(-c4cc(OC)c(OC)c(OC)c4)o3)c(=O)oc2cc1O,-0.3,10
CN(C)CCCN(C(=O)C1COc2ccccc2O1)c1nc2cc3c(cc2s1)OCO3 (stereo unspecified),0.3,10

# Structures listed above printed as active in OX1R FRET antag.
SMILES,STK33 kinase inh,OX1R FRET antag
CC(=O)N(C)C1=C(N2CCOCC2)C(=O)c2ccccc2C1=O,0.4,73*

# Reprinted at random: seven entries already listed.
SMILES,STK33 kinase inh,OX1R FRET antag
Cc1cc(=O)oc2cc(OCC(=O)N3CCN(c4ccccc4)CC3)c(Cl)cc12,1.3,2
CCc1c(C)c(C#N)c2nc3ccccc3n2c1NCC1CCCO1 (stereo unspecified),-0.4,16
N/C(=N\OC(=O)c1cccnc1)c1ccc(Cl)cc1Cl,0.2,8
O=C(NCCc1ccccc1)c1ccc(S(=O)(=O)N2CCCC2)cc1,0.5,-2
Cc1ccccc1Nc1n[nH]c(C)c1[N+](=O)[O-],0.1,15
Cc1cccc(NC(=O)/C(C#N)=C/c2cn(CC(=O)NCc3ccco3)c3ccccc23)c1,-3.0,35
Cc1ccc(NC(=O)COc2ccc(/C(N)=N/O)cc2)cc1C,-0.1,10

# Four of the entries above in order of their number in OX1R FRET antag, rising:
molecule | STK33 kinase inh | OX1R FRET antag
CCCCCCc1cc2cc(-c3nnc(-c4cc(OC)c(OC)c(OC)c4)o3)c(=O)oc2cc1O | -0.3 | 10
O=C(CCc1nc2ccccc2c(=O)[nH]1)NNC(=O)COc1cccc(F)c1 | -0.8 | 12
Cc1cccc(NC(=O)/C(C#N)=C/c2cn(CC(=O)NCc3ccco3)c3ccccc23)c1 | -3.0 | 35
C/C(=C\c1ccco1)C1C(C#N)=C(N)Oc2n[nH]c(-c3ccc(C)cc3)c21 (stereo unspecified) | 0.4 | 36

# (cont.)
SMILES,STK33 kinase inh,OX1R FRET antag
CC1(C)CC(=O)CC(=NCC(=O)O)C1,-1.2,15
C#CCOCCOCCOCCNc1nc(N2CCN(C(=O)[C@H](CCC(=O)O)n3cc(C(N)Cc4ccc(O)cc4)nn3)CC2)nc(N2CCN(C(=O)[C@H](Cc3cc4ccccc4[nH]3)n3cc(C(N)CC(C)C)nn3)CC2)n1 (stereo partly specified),-2.0,19
COc1ccc(CNS(=O)(=O)c2ccc(F)c(C(=O)Nc3ccc(OC)cc3)c2)cc1,-0.6,24
Cc1ccccc1-n1c(SCc2csc(Nc3ccccc3)n2)nnc1-c1cccnc1,-2.3,69*
CC(=O)OCCc1[nH]c2ccccc2c1C,-0.3,21
COCc1c(C(=O)N/N=C(\C)c2ccncc2)nnn1-c1nonc1N,-0.7,-4
CC(C)(C)OC(=O)NC1CNNC1=O (stereo unspecified),0.1,-1
O=C(O)/C=C/C(=O)N(Cc1ccc2c(c1)OCO2)C1CC(=O)N(CCc2ccccc2)C1=O (stereo unspecified),0.1,19
Cc1cccc(NC(=O)CCc2nnc3ccc(N4CCC(C)CC4)nn23)n1,1.8,5
CCN(CC(N)=O)S(=O)(=O)c1ccc(F)cc1,1.8,28
CCOC(=O)N1CCN(C(=O)CNS(=O)(=O)c2c(C)cc(C)cc2C)CC1,0.8,7
Cc1cc(C)n(-c2nc3ccccc3c(=O)n2OCc2ccc(F)cc2)n1,0.4,15
COc1ccccc1Nc1nc(NCC2CCCO2)c2ccccc2n1 (stereo unspecified),-0.5,20
CCCCn1c(SCC(=O)OCC)nc2c(sc(=S)n2-c2ccccc2OC)c1=O,-0.1,3
CC1(C)NC(=O)N(c2ccccc2Cl)C1(C)NO (stereo unspecified),-0.9,19
Cc1ccc2nc(NC(=O)C3=NN(c4ccccc4)C(=O)CC3)sc2c1,1.8,18
CCOc1ccc(CCNC(=O)COC(=O)Cn2nc(C)c([N+](=O)[O-])c2C)cc1OCC,·,25
Cc1noc(C)c1CSCC(=O)N(C)CC(=O)Nc1cccc(F)c1,-1.7,9
Cc1ccccc1-c1nc(C(=O)NCC2CCCO2)cc2c1[nH]c1ccccc12 (stereo unspecified),0.7,14
Cc1c(O)c2ccccc2n(-c2ccccc2)c1=O,-1.5,10
N#C/C(=C\c1cccnc1)C(=O)Nc1cccc(Cl)c1,1.2,17
O=C(NC1CCCCC1)C1CC(=O)N(c2cccc([N+](=O)[O-])c2)C1 (stereo unspecified),-0.5,88*
COc1c(O)cc(O)c2c(=O)cc(-c3ccccc3)oc12,·,19
CCOc1ccc(CNc2ccc(N3CCN(Cc4ccccc4)CC3)cc2)cc1,-0.7,4
COc1ccc(C(CCN2CCCC(C)C2)c2c(OC)cc(OC)c3c(-c4ccccc4)cc(=O)oc23)cc1 (stereo unspecified),0.1,16

# Filtered by structure, the compounds so far with bromine.
SMILES,STK33 kinase inh,OX1R FRET antag
Cn1c(CNS(=O)(=O)c2ccc(Br)cc2)n[nH]c1=S,-0.2,6
O=C(N/N=C/c1ccc(O)cc1)c1ccc(NC(=O)c2ccccc2Br)cc1,-0.3,19
O=C(NCCS(=O)(=O)c1ccc(Br)cc1)c1ccc(Cl)cc1,-0.9,9
CN(CC(=O)Nc1ccccc1Br)C(=O)CN1CCN(c2ccccc2Cl)CC1,0.0,2

# New compounds follow.
SMILES,STK33 kinase inh,OX1R FRET antag
CC(=O)OCC1=C(C(=O)O)N2C(=O)C(NC(=O)c3ccc(COc4cccc(Cl)c4Cl)o3)C2SC1 (stereo unspecified),-2.0,11
Cc1cc2cc(CN(Cc3ccc4c(c3)OCO4)Cc3nnnn3C3CCCC3)c(=O)[nH]c2cc1C,-0.2,2
CC[C@]12c3[nH]c4cc(-c5ccco5)ccc4c3CCN1C(=O)[C@@H](CC(=O)NCCCn1ccnc1)C[C@@H]2C(=O)N1CCN(C(=O)c2ccco2)CC1,·,17
Cc1ccc(Nc2nc(Oc3ccc(OCc4ccccc4)nn3)nc(N3CCOCC3)n2)cc1,-2.2,-5
COc1cccc(C(C)NC(=O)c2c(F)cccc2Cl)c1 (stereo unspecified),-1.2,7
CNC(=O)Nc1cc(C(C)(C)C)no1,-2.1,7
O=C(Cn1nc(Cl)nc1Cl)Nc1ccccc1,-1.8,16
CCCC(C)NS(=O)(=O)c1ccc(OC)c(C)c1 (stereo unspecified),-0.9,8
O=C(NCCCCc1ccccc1)C1CC(c2ccc(C(F)(F)F)cc2)=NO1 (stereo unspecified),-2.3,32
Cc1ccc(-n2c(C)c(C)c3c(NCCN(C)C)ncnc32)cc1,-1.4,13
OCCNc1nc(N2CCN(c3ccccc3)CC2)nc2ccccc12,-1.1,12
COc1ccc(/C=N/NC(=O)c2ccn[nH]2)cc1COc1ccc(Cl)cc1Cl,-1.5,1
COC(=O)c1ccc(OCCCCN2CC(C)OC(C)C2)cc1 (stereo unspecified),-0.7,8
c1cnc2nc(CSc3ncn[nH]3)cn2c1,-0.2,16
O=C(OCc1nc2ccsc2c(=O)[nH]1)c1cc(Br)c(Br)s1,0.1,42
Cc1ccc(C2/C(=C(\O)c3ccc4c(c3)OCCO4)C(=O)C(=O)N2CC2CCCO2)cc1 (stereo unspecified),-0.2,·
CCOC(=O)C1CCN(C(=O)CCc2nc3sc4c(c3c(=O)[nH]2)CCCC4)CC1,0.5,7
O=C(CSc1nc(O)cc(=O)n1-c1ccccc1)NC1CCCCC1,0.2,-11
COCC(=O)n1nc(NCc2ccc(OC)cc2)nc1NCc1ccc(OC)cc1,-3.0,1
C[n+]1ccccc1/C=C1\Sc2ccccc2N1CCO,0.0,49
CSc1ccccc1OCc1cc(C(=O)N(C)Cc2nonc2C)no1,-2.5,23
CCN(CC)CCCNC(=O)Cc1c(C(=O)O)n(C)c2ccccc12,-0.2,9
COc1ccc(NC(=O)C2CCN(S(=O)(=O)c3ccc4c(c3)CC(C)N4C(C)=O)CC2)cc1OC (stereo unspecified),0.5,14
Cc1ccc(-c2ccc(OCC(=O)N3CCOCC3)cc2)cc1,-0.2,17
O=C(Nc1ccc(S(=O)(=O)Nc2nccs2)cc1)c1cccc(F)c1,-1.4,7

# (listing goes on)
SMILES,STK33 kinase inh,OX1R FRET antag
CC(=O)OCC1OC(OC(C)=O)C(NC(=O)Cc2ccccc2)C(OC(C)=O)C1OC(C)=O (stereo unspecified),0.1,2
COCCN(C(=O)CNC(=O)c1ccco1)C(C(=O)NC1CCCCC1)c1cccs1 (stereo unspecified),-2.1,-5
CCN(CC)S(=O)(=O)c1ccc(N2CCN(C)CC2)c(NC(=O)c2cc(=O)c3ccccc3o2)c1,-0.7,5
COc1ccc(NC(=O)CN(C)C(=O)CSCc2c(C)noc2C)cc1,-0.8,26
CC(C)(C)OC(=O)NCCCCCc1nnc(SCc2ccccc2)o1,-1.3,14
O=S(=O)(Nc1ccc(F)cc1)c1ccc(S(=O)(=O)N2CCOCC2)cc1,-0.9,5
OCCC1CN(Cc2cc3c(cc2Cl)OCO3)CCN1C1CCCC1 (stereo unspecified),5.0,24
Cc1cc(C)c(NC(=O)CS(=O)CC(=O)Nc2ccc(F)cc2F)c(C)c1 (stereo unspecified),-0.4,7
COc1ccc(NC(=S)N2CCC(NC(=O)C3CCCCC3)CC2)cc1,-0.5,6
Cc1ccc(S(=O)(=O)NC(=O)Nc2cccc(S(=O)(=O)N(C)C)c2)cc1,-1.5,-3
CCOC(=O)c1cnc2ccc(OCC)cc2c1N1CCN(c2ccccc2OC)CC1,-1.0,14
CCOC(=O)c1nc(Nc2ccc(OC)cc2)c2ccccc2n1,-0.3,18

# Assay outcomes deposited in PubChem by several laboratories.
